Screens: PubChem, National Center for Advancing Translational Sciences (NCATS)
EPAC2 antag: qHTS for Antagonist of cAMP-regulated guanine nucleotide exchange factor 2 (EPAC2): primary screen. 360,000 tested, 0.18% active. EPAC2 GEF exchange of Rap1B-BODIPY-GDP, fluorescence. Potency, µM (highest dose often 114 µM), for the others: top-dose activity, negative = inhibition, usual class: inhibitors; further: potency means the concentration at half of the fitted maximal effect; on the % scale 0 is the no-effect control and ±100 the full control effect; nearly all actives have a fitted effect of over 45% in size; many of its hits are not listed in these tables
Target sequence (Q8WZA2 whole entry, looked up): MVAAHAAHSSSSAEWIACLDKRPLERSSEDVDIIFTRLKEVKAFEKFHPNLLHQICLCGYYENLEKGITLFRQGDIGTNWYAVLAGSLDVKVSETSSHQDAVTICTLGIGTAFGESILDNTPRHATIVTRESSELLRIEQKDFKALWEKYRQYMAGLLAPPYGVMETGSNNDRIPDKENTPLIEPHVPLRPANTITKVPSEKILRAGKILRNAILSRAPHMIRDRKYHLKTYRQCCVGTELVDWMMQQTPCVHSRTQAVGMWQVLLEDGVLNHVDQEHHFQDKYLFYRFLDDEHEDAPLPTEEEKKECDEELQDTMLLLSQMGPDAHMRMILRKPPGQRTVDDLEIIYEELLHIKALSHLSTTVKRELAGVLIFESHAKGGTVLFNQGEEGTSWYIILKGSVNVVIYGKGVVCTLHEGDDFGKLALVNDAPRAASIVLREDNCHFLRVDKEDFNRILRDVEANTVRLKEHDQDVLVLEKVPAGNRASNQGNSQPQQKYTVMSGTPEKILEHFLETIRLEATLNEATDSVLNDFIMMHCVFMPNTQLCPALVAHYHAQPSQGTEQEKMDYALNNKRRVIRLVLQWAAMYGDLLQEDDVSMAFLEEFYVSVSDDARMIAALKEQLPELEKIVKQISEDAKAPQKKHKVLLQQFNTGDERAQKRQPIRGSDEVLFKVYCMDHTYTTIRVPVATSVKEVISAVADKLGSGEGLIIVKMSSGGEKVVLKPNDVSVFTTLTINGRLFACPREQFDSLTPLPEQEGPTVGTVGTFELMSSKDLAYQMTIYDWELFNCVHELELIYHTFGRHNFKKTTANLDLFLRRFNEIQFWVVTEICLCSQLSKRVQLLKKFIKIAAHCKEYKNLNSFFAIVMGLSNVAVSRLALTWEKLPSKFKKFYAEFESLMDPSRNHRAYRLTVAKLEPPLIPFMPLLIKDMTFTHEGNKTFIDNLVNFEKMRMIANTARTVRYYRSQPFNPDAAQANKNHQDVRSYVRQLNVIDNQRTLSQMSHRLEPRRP
A549 viability: Nrf2 qHTS screen for inhibitors: counterscreen for cytotoxicity; 390,000 tested, 0.16% active; A549 ARE-Fluc cells, CellTiter-Fluor viability, 18-24 h; Potency, µM (top dose mostly 46 µM), for inactives: top-dose activity change, negative = cytotoxicity, hits mostly inhibitors; further: potency means the concentration at half of the fitted maximal effect; on the % scale 0 is the no-effect control and ±100 the full control effect
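A549 ARE_Fluc cells in 5% FBS OPTI-MEM were exposed to compounds in concentration-response for 18-24 h at 37 deg C. Viability was read by CellTiter-Fluor fluorescence (Ex 405/Em 525) after 30 min, before the luciferase read.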
MmCpn inh: Inhibitors of TCP-1 ring complex (TRiC) of Methanococcus maripaludis (MmCpn): qHTS. Chaperonin Mm-Cpn (Methanococcus maripaludis). AID 504842, 2011. Potency, µM (titrated, usually from 76.9 µM), without a hit: top-dose activity, negative = inhibition, actives largely listed as inhibitors. purified Mm-Cpn ATPase, ADP Transcreener TR-FRET. 330,000 tested, 0.031% active; further: potency means the concentration at half of the fitted maximal effect; on the % scale 0 is the no-effect control and ±100 the full control effect; nearly all actives have a fitted effect of over 80% in size
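Compound-treated chaperonin, 25 nM final, turns over 10 uM ATP at 37°C for 30 min following a 10 min preincubation; ADP generated competes with ADP-d2 for Eu-cryptate antibody, lowering FRET.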
Nrf2 inh: Nrf2 qHTS screen for inhibitors; AID 504444, 2011; Potency, µM (titrated, usually from 46 µM), for inactives: top-dose activity change, negative = inhibition, most hits filed as inhibitors; 360,000 tested, 2.1% active; A549 ARE-Fluc reporter, luciferase luminescence, 18-24 h; further: potency means the concentration at half of the fitted maximal effect; on the % scale 0 is the no-effect control and ±100 the full control effect; nearly all actives have a fitted effect of over 60% in size
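Nrf2 function is reported as luminescence of an ARE-controlled luciferase in A549 cells. Compounds were tested at several concentrations, and a CellTiter-Fluor read on the same wells flagged cytotoxicity.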
Nrf2 ARE act: qHTS of Nrf2 Activators | AREc32 ARE-luciferase reporter (MCF7-derived line), luminescence, 24 h | Potency, µM (series often up to 46.1 µM), for inactives: at the top dose activation, actives largely listed as activators | 410,000 tested, 0.31% active | AID 624171, 2012; further: potency means the concentration at half of the fitted maximal effect; % of control where 0% means no effect; nearly all actives have a fitted effect of over 65% in size
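Each well held 1000 AREc32 cells, which were incubated with compound for 24 hr at 37 deg C after overnight attachment, and ARE reporter activity was quantified by firefly luciferase luminescence.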
CCT chaperon mod: High-Throughput Screening for Modulators of Cytosolic Chaperonin Activity; purified chaperonin ATPase assay, HTRF ADP detection, 30 min; activity change, % (no concentration beside the values), hits read low; AID 651819, 2012; 360,000 tested, 0.3% active; in the data active means activity change below about -30%; further: on the % scale 0 is the no-effect control and ±100 the full control effect
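Nucleotide hydrolysis assay: TRiC at 20–40 nM final (set by batch activity) with 10 uM ATP, 30 min at 37 °C, in presence of 76 uM compound. Detection by competitive ADP HTRF, 30 min ambient.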
Akt phos inh: HTS Assay for Inhibitors of Akt Phophorylation: Primary Screen; activity change, % for hits at 50 µM; Neuro2A IGF-stimulated pAkt S473 HTRF, 20 min; active compounds read low; 360,000 tested, 0.32% active; in the data active means activity change below about -80%; inconclusive means mostly about -51% to -80%; further: on the % scale 0 is the no-effect control and ±100 the full control effect
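Neuro2A cells (4,500/well, DMEM with 0.5% FBS) were treated with compound at a single 50 µM final concentration, stimulated with 6 nM IGF for 20 min at 37 °C, and lysed. Phospho-Akt Ser473 was read by HTRF as 665/615 ratio ×10^4.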
EPAC2 ag: qHTS for Agonist of cAMP-regulated guanine nucleotide exchange factor 4 (EPAC2): primary screen; 360,000 tested, 0.079% active; Rap guanine nucleotide exchange factor 4 (Homo sapiens), Q8WZA2; Potency, µM (doses to about 154 µM), without a hit: at the highest dose activation, usual class: activators; AID 720711, 2013; EPAC2 activation, biochemical qHTS; response scale: 100% = 6.5 mM cAMP response; further: potency means the concentration at half of the fitted maximal effect; nearly all actives have a fitted effect of over 50% in size
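Exchange assay: 100 nM EPAC2 with 250 nM Rap1B-BODIPY-GDP and 50 uM GDP. Fluorescence (ex 480/em 540 nm) read every 5 min for 30 min at room temperature. Data normalized to 6.5 mM cAMP as agonist control.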
TGFb inhibitor: qHTS for Inhibitors of TGF-b. 410,000 tested, 1.2% active. AID 588855, 2011. Potency, µM (series often up to 46.1 µM), for the others: at the highest dose activity, negative = inhibition, hits mostly inhibitors. HepG2 CAGA-GFP TGF-b/SMAD3 reporter, GFP fluorescence, 18 h; TGF-beta stimulated, 500 pg/mL final; further: potency means the concentration at half of the fitted maximal effect; on the % scale 0 is the no-effect control and ±100 the full control effect; nearly all actives have a fitted effect of over 65% in size
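Using HEPG2 CAGA-GFP reporter cells at 1000 cells/well, we pinned test compounds, stimulated with recombinant TGF-beta (500 pg/mL final) and measured total well GFP after 18 h.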
The depositor's hits bear a star; i = inactive; ? = inconclusive; . = not tested or not shown; [ ] = another dose, or the depositor's remark. Unless noted, the call rests on the fitted dose curve; in most records, active means well fitted curve in the direction sought with a large enough effect; inconclusive means small, poorly fitted or top-dose-only effect, or another doubt; inactive means no such curve, though single readings can be large; an effect the other way counts as inactive or inconclusive. Not all compounds are listed; the hit share may differ from the screen's.

SMILES	EPAC2 antag	A549 viability	MmCpn inh	Nrf2 inh	Nrf2 ARE act	CCT chaperon mod	Akt phos inh	EPAC2 ag	TGFb inhibitor
CC1CCCC(C)N1CCNC(=O)CCc1nnc2n(Cc3ccccc3)c(=O)c3ccccc3n12 (stereo not drawn)	0%	4%	2%	9%	-0.1%	0.9	i	2%	3%
O=C(COC(=O)Cc1ccc(Br)cc1)NC12CC3CC(CC(C3)C1)C2	-10%	-1%	1%	11%	-0.3%	-1.4	i	0%	-14%
O=C(Nc1ccccc1O)c1ccc2c(c1)C(=O)N(N1C(=O)c3ccccc3C1=O)C2=O	1%	-6%	0%	-10%	-0.5%	-0.4	i	0%	17%
CCOC(=O)N1CCN(C(=O)c2ccc3oc(CCc4ccccc4)nc3c2)CC1	4%	.	.	.	-0.4%	-0.6	i	2%	-16%
Cc1cc(Oc2ccc(OCC(N)=O)nn2)nc(Cl)n1	-1%	-8%	2%	-6%	0.0%	14	i	11%	-8%
C[C@@H]1CN([C@@H](C)CO)C(=O)c2cc(NS(C)(=O)=O)ccc2O[C@@H]1CN(C)Cc1ccc(C(F)(F)F)cc1	1%	0%	.	5%	3.0%	-0.9	i	2%	-9%
Cc1ccc(S(=O)(=O)CCC(=O)OCC(=O)N(Cc2ccccc2)C(C)C)cc1	6%	-1%	1%	9%	0.2%	-1.3	i	-4%	7%
CCOC(=O)c1sc(N)c(C(=O)OC)c1C	1%	-2%	3%	?	3.3%	0.6	i	-2%	8%
CCOC(=O)C1=C(C)NC(C)=C(C(=O)OCC)C1c1ccc(OC)c(OC)c1	-9%	.	.	.	7.2%	-0.9	i	11%	?
Cn1c(SCCOc2ccc(F)cc2)nnc1-c1ccncc1	13%	11%	1%	-3%	0.3%	-1.0	i	2%	-11%
COc1ccc(C2(SCC(N)C(=O)O)c3ccccc3-c3ccccc32)cc1 (stereo not drawn)	-2%	-3%	.	2%	2.0%	-0.1	i	-5%	-7%
O=C(NCc1ccco1)C(c1cccs1)N(Cc1ccccc1)C(=O)Cn1nnc2ccccc21 (stereo not drawn)	-6%	-2%	-2%	6%	0.7%	0.2	i	15%	?
CCc1cc2c(COC(=O)c3c(C)noc3C)cc(=O)oc2cc1O	2%	8%	0%	4%	3.6%	-0.8	i	3%	-16%
CCC(C)NS(=O)(=O)c1ccc(NS(C)(=O)=O)cc1 (stereo not drawn)	0%	5%	3%	-1%	0.4%	-2.4	i	26%	16%
CCOC(=O)Cn1c(=O)oc2cc(S(=O)(=O)NCc3ccccn3)ccc21	6%	1%	2%	10%	-0.4%	-1.2	i	17%	1%
COc1ccc(-c2nn(-c3ccccc3)cc2/C=C(\CC(=O)O)c2nc3ccccc3s2)cc1OC	-3%	-10%	-2%	?	2.9%	-0.2	i	-3%	-7%
Cc1ccc([N+](=O)[O-])cc1NC(=O)C(C)Sc1nnc(C)n1CC1CCCO1 (stereo not drawn)	14%	0%	2%	-3%	0.3%	0.5	i	6%	8%
CCCc1c(C)[nH]c2nc3ccccc3n2c1=O	10%	0%	0%	2%	19%	-4.0	i	14%	-18%
O=C1Nc2ccccc2C1=O	-11%	7%	.	-10%	1.3%	-0.7	i	5%	0%
NS(=O)(=O)c1cccc(NC(=O)CSc2ncc(C(F)(F)F)cc2Cl)c1	-25%	?	-2%	?	2.9%	-1.4	i	5%	-16%
Cc1ncc(C23CC4CC(CC(C4)C2)C3)[nH]1	2%	-2%	0%	0%	-0.3%	0.2	i	4%	3%
CCOC(=O)N1CCN(C(=O)c2cn(-c3ccc(C)c(C)c3)c(=O)c3ccccc23)CC1	-3%	1%	1%	-9%	-0.2%	-7.9	i	5%	-1%
CC1(C)NC(=O)N(CCOc2cccc(Cl)c2Cl)C1=O	18%	0%	-3%	.	0.1%	-3.3	.	-2%	-2%
O=C(CCC1CCCN(C(=O)c2cccc(F)c2)C1)N1CCN(c2ccccn2)CC1 (stereo not drawn)	16%	-1%	1%	3%	0.2%	1.0	i	-6%	0%

Record cards, from the list above. Values in the order: EPAC2 antag, A549 viability, MmCpn inh, Nrf2 inh, Nrf2 ARE act, CCT chaperon mod, Akt phos inh, EPAC2 ag, TGFb inhibitor
O=C(CCC1CCCN(C(=O)c2cccc(F)c2)C1)N1CCN(c2ccccn2)CC1 (stereo not drawn) is listed with 16%, -1%, 1%, 3%, 0.2%, 1.0, i, -6%, 0%
CCOC(=O)N1CCN(C(=O)c2cn(-c3ccc(C)c(C)c3)c(=O)c3ccccc23)CC1 is listed with -3%, 1%, 1%, -9%, -0.2%, -7.9, i, 5%, -1%

Remaining list, next part.
SMILES	EPAC2 antag	A549 viability	MmCpn inh	Nrf2 inh	Nrf2 ARE act	CCT chaperon mod	Akt phos inh	EPAC2 ag	TGFb inhibitor
CCOc1ncccc1C(=O)Nc1cccc(Cl)c1Cl	-1%	-4%	-3%	6%	2.4%	-3.3	i	9%	-28%
CCN(CC)C(=O)C1=C(C)N(Cc2ccccc2)C(=O)C(CC(=O)NCc2cccc3ccccc23)C1 (stereo not drawn)	-11%	.	.	.	-1.3%	-0.3	i	10%	-16%
COc1ccc(N2C(=O)Cc3cc(OC)c(OC)cc3C2c2ccc(F)cc2)cc1 (stereo not drawn)	.	1%	.	-9%	-1.0%	.	.	.	4%
COc1cc(OC)cc(C(=O)Nc2ccc(N3CCN(C(=O)c4cccs4)CC3)cc2)c1	7%	?	2%	?	0.0%	0.8	i	-5%	?
Cc1cccc(CNC(=O)CCCn2nc(C)c3c(C)n(-c4ccccc4)nc3c2=O)c1	-8%	1%	-2%	5%	0.2%	-0.3	i	10%	-19%
O=C(CCNC(=O)c1ccc(Cl)cc1)NCc1ccco1	5%	8%	-1%	-9%	3.3%	-2.5	i	22%	14%
COc1ccccc1C(=O)Nc1ccc2c(c1)C(=O)NC2=O	-4%	-3%	-7%	13%	3.1%	-2.4	i	12%	0%
COc1ccccc1-n1cnc2sc(C)c(C)c2c1=O	-6%	-7%	-2%	3%	-0.1%	-94*	i	5%	-8%
Cc1cccc(/C=C2/C(=O)/C(=C/c3ccccc3C)C3CCC2N3C)c1 (stereo not drawn)	0%	1%	2%	-19%	-0.3%	0.0	i	-3%	0%
CCOc1ccc(CC2CCC(=O)NC2=O)cc1 (stereo not drawn)	6%[57.1 µM]	-3%	2%	-4%	0.0%	-1.5	i	8%	-5%
COCCOC1CCN(Cc2cn(Cc3ccccc3)nc2-c2cc3ccccc3o2)CC1	2%	-12%	0%	-25%	2.3%	-0.3	i	8%	?
Cc1ccc2c(c1)C(c1ccccc1)N(C(=O)c1c(F)cccc1Cl)CC(=O)N2 (stereo not drawn)	?	2%	-2%	-22%	1.5%	-1.1	i	3%	-3%

Single values from the list.
COc1ccc(N2C(=O)Cc3cc(OC)c(OC)cc3C2c2ccc(F)cc2)cc1 (stereo not drawn) in TGFb inhibitor is entered as 4%
COCCOC1CCN(Cc2cn(Cc3ccccc3)nc2-c2cc3ccccc3o2)CC1 in EPAC2 antag is entered as 2%

Next results.
SMILES	EPAC2 antag	A549 viability	MmCpn inh	Nrf2 inh	Nrf2 ARE act	CCT chaperon mod	Akt phos inh	EPAC2 ag	TGFb inhibitor
COc1cccc(-c2cc(CNC(=O)[C@H]3O[C@@H](n4cnc5c(N)ncnc54)[C@H](O)[C@@H]3O)no2)c1	3%	.	.	.	0.2%	-0.5	i	12%	?
CC(C)N1CCN(Cc2nc3c(s2)CCCC3)CC1CCO (stereo not drawn)	7%	-1%	1%	5%	-0.7%	-0.4	i	-8%	23%
C=CCN(CC=C)CC(=O)Nc1cccc(Oc2cnccn2)c1	-6%	4%	1%	11%	-0.6%	-3.6	i	7%	0%
Cc1oc(C(=O)O)cc1CSCc1ccoc1C(=O)O	8%	-13%	-3%	-17%	-0.9%	-3.0	i	9%	0%
COc1cccc(-n2ccnc2SCC(=O)N2CCCc3ccccc32)c1	-4%	0%	0%	11%	-0.5%	1.4	i	-1%	?
CCc1nn(-c2ccccc2)c2nc(-c3cccc(OC)c3)c3cc(OC)c(OC)cc3c12	.	2%	.	-5%	0.0%	.	.	.	19%
CC(=O)c1ccccc1NC(=O)COC(=O)c1cc(C)oc1C	5%	-6%	1%	2%	0.1%	-2.1	i	-1%	17%
CCNC(=O)C1CCCN(c2ncnc3onc(C)c23)C1 (stereo not drawn)	.	0%	.	9%	0.1%	.	.	.	-16%
COc1ccc(S(=O)(=O)N2CCC(C(N)=O)(N3CCCCC3)CC2)cc1	-6%	-10%	-2%	-4%	-0.5%	-0.5	i	-3%	-9%
COc1cccc(NC(=O)c2oc3ccccc3c2NC(=O)c2ccc(C(F)(F)F)cc2)c1	.	7%	.	-2%	3.2%	.	.	.	24%
CCOC(=O)N1CCN(C(=O)CSc2nnc(C3COc4ccccc4O3)o2)CC1 (stereo not drawn)	-1%	6%	0%	2%	-0.3%	-0.6	i	0%	7%
O=C(N/N=C/c1cccc(Br)c1)c1ccc(N2CCCC2=O)cc1	11%	-5%	0%	-25%	-0.5%	-0.5	i	17%	2%
O=[n+]1c2c(n([O-])c3cc(F)c(N4CCCC4)cc31)CCCC2	16%	-11%	?	13%	0.9%	-1.2	i	?	23%
COc1ccc(CN2C(=O)C(NC(=O)c3ccccc3OC)(C(F)(F)F)N=C2c2ccccc2)cc1 (stereo not drawn)	.	-13%	.	?	-0.1%	.	.	.	?
CCN(C(=O)c1ccc(Cl)c(S(=O)(=O)Nc2c(C)n(C)n(-c3ccccc3)c2=O)c1)c1ccccc1	-7%	-1%	2%	-6%	-0.8%	0.3	i	3%	-3%
